# Source: PubChem BioAssay (Broad Institute)
# PglD inh – blocks C. jejuni PglD acetyltransferase activity. AID 602405. hit rate 0.098% among 360,000. inhibition, % at 12.5 µM. purified PglD enzyme, DTNB colorimetric CoA detection; in the data active = inhibition above about 16%, passing the limit was not always enough; note: strong numbers were not always called active
# LGR2 inh – Drosophila LGR2 receptor signaling inhibition; HEK293 LGR2, CRE-luciferase, bursicon-stimulated, 4 h; inhibition, % at 9.99 µM; hit rate 0.35% among 380,000; AID 720647;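 active = drop in luminescence signal, shown as inhibition above about 50% in the replicate tests, limit read from the data, passing the limit was not always enough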;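 note: agonist challenge used bursicon conditioned medium at about half maximal strength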
# PAX8 inh HTS – inhibitors of PAX8 transcriptional activity in RMG-I cells; RMG-I TPO-luciferase reporter, SteadyGlo, 24 h; inhibition, % at 12.6 µM; hit rate 1.2% among 360,000; AID 652154;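 active = mean replicate inhibition at least 60% with every replicate also reaching 60%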;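 note: luciferase light reporting Pax8 driven TPO promoter activity; plate controls were median of neutral control wells for no effect and mitoxantrone controls for full effect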
# INS-1E GSIS act – primary screen for activators of insulin secretion dependent on glucose, INS-1E cells, GLuc reporter luminescence. activation, % at 16.6 µM. INS-1E GLuc reporter insulin secretion, 2-3 h. hit rate 0.61% among 370,000;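 active = lowest replicate activation of at least 40%, so every replicate reaches that level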;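 note: 0% = median of neutral control wells and 100% = median of IBMX positive control wells; some compounds called inactive have numbers as strong as hits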
# Cneo AK release – Cryptococcus neoformans lysis via adenylate kinase release. C. neoformans lysis, adenylate kinase release luminescence, 4 h; normalised: neutral wells 0, clomiphene wells 100. lysis activity, % at 15 µM. hit rate 0.2% among 360,000. AID 651654;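 active = mean lysis activity across replicates of at least 80%, whatever share of replicates individually reach that level; inactive = mean lysis activity below 80%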
#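 Material: C. neoformans cells; Schedule: 4 h static compound exposure, 37 °C, read 1 h post-reagent; Measured by: adenylate kinase release luminescence; Read-out: signal increase indicating cell lysis; Controls: Clomiphene as positive lysis control.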
# ARNT-TACC3 inh – disruptors of human ARNT/TACC3 interaction; hit rate 0.66% among 390,000; AID 623870; Q9Y6A5; inhibition, % at 9.99 µM; AlphaScreen His-ARNT PAS-B/GST-TACC3 binding, luminescence; TACC3 fragment carries E629A point mutation;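 active = mean inhibition of replicates at least 50% and at least half of replicates each reaching 50%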;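 note: 0% = complete ARNT plus TACC3 wells and 100% = ARNT alone without TACC3; many hits fall short of the cut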
# C2C12 statin – suppressors of simvastatin-induced myotoxicity in C2C12 myotubes | ATP luminescence, 48 h; scaled: DMSO 0, geranylgeraniol control 100 | rescue of ATP level, % at 7.49 µM | hit rate 0.78% among 330,000;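 active = mean ATP rescue above about 67%, or every replicate alone reaching that limit, limit read from the data, passing the limit was not always enough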;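 note: myotubes were challenged with 10 µM simvastatin during compound exposure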
# PGC1a acetyl inh – lowers PGC1a acetylation signal in U2OS cells | AlphaScreen anti-acetyl-lysine; with virally co-expressed GCN5 acetyltransferase | inhibition, % at 15.6 µM | hit rate 0.17% among 350,000 | AID 651687;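 active = every replicate shows inhibition of at least 40%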;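 note: 0% = neutral control wells and 100% = positive control wells; some results beyond the cut were filed as inactive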
# Numbers without * were called inactive; nt = no result given. An unsorted share of the library (roughly 2.9% active in at least one column).
SMILES,PglD inh,LGR2 inh,PAX8 inh HTS,INS-1E GSIS act,Cneo AK release,ARNT-TACC3 inh,C2C12 statin,PGC1a acetyl inh
O=C(Cc1ccc(NC(=O)C2CCCN(C(=O)C3CCC3)C2)cc1)Nc1ccc(C(=O)N2CCOCC2)cc1 (stereo not given),-1,-15,-19,-3,0,-1,-5,13
CN(CC(=O)NCc1ccncc1)S(=O)(=O)c1ccc2ccccc2c1,nt,nt,11,1,nt,0,3,-19
Cc1cc(C)nc(SCC(=O)n2c3c(c4ccccc42)CCCC3)n1,-5,-4,8,3,-2,-3,nt,-2
CC(C)(CNC(=O)COc1ccccc1Cc1ccccc1)N1CCOCC1,nt,9,-10,-13,nt,-6,nt,nt
O=C1CCCC(=O)N1c1ccc(Oc2ccc(Cl)cc2)cc1,nt,-3,-37,-9,nt,-15,nt,nt
O=C(C1CCCC1)N1C[C@@H]2[C@H](c3ccccc31)[C@@H](CO)N2C(=O)Cc1ccccn1,9,-1,-2,-4,-4,22,0,-1
COCCn1c(SCC(=O)Nc2cc(C)cc(C)c2)nnc1C(C)C,-2,nt,28,nt,0,nt,3,-14
O=C(CCn1c(=S)oc2ccccc21)Nc1ccccc1Br,1,13,9,-5,2,-15,-3,5
CC(Oc1ccc2c(c1)oc(=O)c1ccccc12)C(=O)NC(Cc1c[nH]c2ccc(O)cc12)C(=O)O (stereo not given),-1,nt,nt,nt,-1,8,-1,13
COc1cccc(NC(=O)N(C)C[C@H]2OCc3cnnn3CCCC(=O)N([C@@H](C)CO)C[C@H]2C)c1,nt,-9,-7,-10,nt,nt,2,8
CC(C)=C(NC(=O)c1ccccc1)C(=O)Nc1cccc(C)c1,2,10,7,24,1,-2,6,1
COc1cccc(C2=CC(=O)CC(C)(C)C2=O)c1,2,-5,-26,9,-1,nt,5,7
CC(C)NC(=O)Nc1ccc2c(c1)C(=O)N([C@@H](C)CO)C[C@H](C)[C@H](CN(C)C(=O)Nc1ccc(C(F)(F)F)cc1)O2,3,-29,4,3,3,-5,-3,9
C=CCn1nc(C(=O)OCC)cc1-c1sc(NC(=O)c2ccccc2)nc1C,6,7,29,-16,-3,nt,-1,-1
CCCN(C)C[C@@H]1Oc2ncc(-c3ccccc3F)cc2C(=O)N([C@H](C)CO)C[C@H]1C,2,16,nt,12,2,0,-5,-13
CCOC(=O)C1=C(C)NC(=O)NC1c1ccc(C)o1 (stereo not given),nt,-13,-7,13,-3,-5,5,2
COc1ccc(NS(=O)(=O)c2cccc(C(=O)N3CCC3)c2)cc1,5,5,3,15,-1,-4,10,-6
Cc1ccc(C2CC(=O)c3cnc(NC(=O)c4ccco4)nc3C2)cc1 (stereo not given),11,nt,nt,nt,0,-9,-8,4
CCNC(=O)C1CCCN(Cc2cc(-c3ccccc3)on2)CC1 (stereo not given),1,-22,nt,-2,3,nt,2,4
CC(C)N(C(=O)Cn1cc(S(=O)(=O)CC(=O)N2CCOCC2)c2ccccc21)C(C)C,4,3,1,29,2,-16,nt,nt
COc1ccccc1C(=O)N1CCN(Cc2nc(CC3CC3)no2)CC1,2,nt,-8,nt,2,-7,1,5
COc1ccc(C2CC3(O)CC(C#N)(C(=O)N3)C2(C#N)C#N)cc1 (stereo not given),nt,-4,8,3,nt,-7,nt,nt
COc1ccc(N(C(=O)c2ccco2)C(C(=O)NC2CCCC2)c2ccncc2)cc1OC (stereo not given),-2,-17,-2,11,0,5,-1,nt
CCCCCN=C(N)N/N=C/c1c[nH]c2ccc(OC)cc12,-5,nt,107*,nt,2,23,-120,6
COc1cc(C2=NC(CO)(CO)CO2)cc(OC)c1OC,11,12,-5,13,-3,-2,8,9
C[C@H](CO)N1C[C@H](C)[C@H](CN(C)C(=O)CC2CC2)Oc2cc(C#CCN(C)C)ccc2S1(=O)=O,2,4,9,0,0,-1,8,5
CCN(CC)CCCNC(=O)CCC(=O)Nc1ccc2nc(N3CCCCC3)cc(C)c2c1,nt,2,-12,6,nt,1,-8,-2
CC(C)[C@@H](C)NC(=O)N(C)C[C@H]1OCc2ccccc2-c2ccccc2C(=O)N([C@@H](C)CO)C[C@H]1C,0,5,-36,13,-3,-10,5,-3
Cc1nnc(SCC(=O)NNC(=O)c2ccc(Br)cc2)n1C,nt,5,-15,26,nt,nt,nt,2
COc1ccc(S(=O)(=O)N(C)CC(=O)N2CCN(c3ccccc3)CC2)cc1,6,-12,1,-7,-1,3,-1,-7
CC(C)C(=O)Nc1ccc(C(=O)CSc2nnc(C3CC3)n2C2CC2)cc1,0,4,-11,16,0,-3,1,-1
COCCn1c(-c2ccc(Cl)cc2)nc2oc3cc(OC)ccc3c(=O)c2c1=O,2,11,-1,-4,0,nt,nt,-5
NS(=O)(=O)c1ccc(NC(=O)c2ccc3nccnc3c2)cc1,1,-2,14,-1,-2,8,-3,17
Cc1ccc2c(c1)NC(=O)C(CC(=O)NCCN(CC(C)C)CC(C)C)O2 (stereo not given),3,-7,14,21,3,nt,3,8
CCc1nc2c(OCCC3CCCCC3)cccn2c1N(C)C(=O)c1cccs1,-5,9,24,-13,5,nt,-21,9
O=C(Nc1ccccc1)NN1CC(=O)N(c2ccc(Cl)cc2)CC1=O,nt,7,5,14,nt,-2,nt,nt
COc1ccc(-c2n[nH]c(C)c2-c2cscn2)c(O)c1,0,-7,11,17,-2,-2,nt,4
Cc1cccc(C)c1NC(=O)CNC(=O)COC(=O)c1ccc(Cl)s1,-2,-6,-2,53,2,-9,0,nt
Cc1cccc(C)c1NC(=O)CCCSc1nnc(-c2ccco2)n1-c1ccccc1,1,-19,nt,-6,-1,nt,nt,-6
CC(C)C[C@@H]1CN=C(N)N1C[C@@H]1CCCN1C[C@@H](C(C)C)N1C[C@@H](Cc2ccccc2)N(CCCC2CCCC2)C1=N,-1,10,12,25,1,10,4,0
N/C(=N\c1nc(CSc2ccc(Cl)cc2)cc(=O)[nH]1)Nc1ccccc1C(F)(F)F,nt,-20,30,10,nt,nt,nt,0
Cc1cccc(N2C(=O)C=CC2=O)c1,-11,-36,8,nt,-1,-1,-6,-3
O=C(O)c1cccc(NC2=C(n3nnc4ccccc43)C(=O)c3ccccc3C2=O)c1,nt,-2,-9,8,nt,22,-4,-5
O=c1sc2ccccc2c(N2CCN(c3ccccc3)CC2)c1[N+](=O)[O-],nt,18,11,9,nt,-14,nt,5
CN(CC(=O)N1CCCC1)S(=O)(=O)c1ccc(Cl)cc1,-3,nt,9,nt,-1,-3,-17,nt
O=C(N/N=C/c1cccnc1)c1ccccc1Br,-8,-10,-22,5,-2,-4,1,-4
COC(=O)c1scc(S(=O)(=O)C(C)(C)C)c1-n1cccc1,nt,3,5,6,nt,2,nt,nt
CC(=O)N1CC2(C1)[C@H](c1ccccc1)[C@@H](CO)N2Cc1ccccc1,nt,9,-4,2,nt,nt,nt,4
CC(C)NC(=O)c1ccc2c(c1)S(=O)(=O)c1ccccc1C2=O,5,-25,nt,6,0,1,-8,-5
N#Cc1ccc(N/N=C/c2ccccc2)c([N+](=O)[O-])c1,nt,0,-4,14,nt,-2,nt,5
Cc1ccc(-c2nn(-c3cccc(F)c3)cc2CN2CCN(c3ccccn3)CC2)o1,3,1,2,23,-2,5,20,-5
COc1cc(C)c(S(=O)(=O)n2ccc(C)n2)cc1C,2,nt,-4,nt,-2,-3,113*,-4
CCOc1ccc(/C=C2\SC(=S)N(N3C(=O)C4CC4C3=O)C2=O)cc1 (stereo not given),nt,12,3,-4,nt,6,nt,nt
O=C(Nc1ccccn1)C1CCN(S(=O)(=O)c2cccc3nonc23)CC1,-5,nt,nt,nt,0,5,-9,-43
COc1cccc(N2C(=O)C3CCCN3C2c2cccs2)c1 (stereo not given),-7,-7,19,3,0,nt,12,9
C[C@H]1CN([C@@H](C)CO)C(=O)c2cc(C#CC3(O)CCCC3)cnc2O[C@@H]1CN(C)S(C)(=O)=O,-4,6,nt,22,-5,-5,nt,4
COc1ccc(C(=O)N/C(=C\c2ccco2)C(=O)NCCN2CCOCC2)cc1,-2,nt,nt,nt,1,-1,0,nt
COC(=O)c1ccc(NC(=O)CSc2nnc(COc3ccccc3)n2C)cc1,2,nt,nt,nt,-1,-4,-3,-4
COc1ccc(C(=O)N/N=C/c2cn[nH]c2-c2ccc(OC)cc2OC)cc1,-3,-1,3,9,0,-2,-16,5
Cc1nc2ncccn2c1-c1csc(Nc2ccc(N(C)C)cc2)n1,nt,0,12,-2,nt,18,nt,4
# (listing goes on)
SMILES,PglD inh,LGR2 inh,PAX8 inh HTS,INS-1E GSIS act,Cneo AK release,ARNT-TACC3 inh,C2C12 statin,PGC1a acetyl inh
Cc1ccc(C(=O)NCC(=O)OCC(=O)Nc2ccccc2C#N)s1,nt,1,-5,8,nt,0,nt,-2
COc1ccc(CCNC(=O)CSc2ccc(-c3ccncc3)nn2)cc1,0,-7,-8,16,-1,-4,-1,-12
COc1cccc(-n2c(C)cc(/C=C3/C(=N)N4C(=NC3=O)SN=C4S(C)(=O)=O)c2C)c1,9,3,-1,6,2,18,nt,-8
C[C@@H]1CN([C@@H](C)CO)C(=O)c2cc(NC(=O)Nc3ccc4c(c3)OCO4)ccc2O[C@@H](C)CCCCO[C@H]1CN(C)C,0,1,-11,7,0,4,-5,4
Cc1ccsc1C(=O)NCCc1ccco1,-4,-41,-110,1,-1,0,0,-4
CC(C)NC(=O)N(C)C[C@@H]1Oc2ccc(NC(=O)NC3CCCCC3)cc2C(=O)N([C@@H](C)CO)C[C@H]1C,4,-3,nt,3,1,0,19,8
CS(=O)(=O)c1ccc(Cl)c(NC(=O)CSc2nncn2-c2ccccc2)c1,-1,-20,-9,2,1,0,0,6
O=C(C1CCCN1S(=O)(=O)c1ccc(Br)cc1)N1CCOCC1 (stereo not given),nt,-2,6,6,nt,-3,nt,nt
C[C@H]1CN([C@@H](C)CO)C(=O)c2cc(NC(=O)Nc3ccc(F)cc3)ccc2O[C@H]1CN(C)C(=O)Nc1ccccc1,-4,-11,nt,-14,-1,-10,1,-9
COc1ccc(Cl)cc1NC(=O)CN(C)C(=O)c1cc(=O)c2ccccc2o1,-6,-4,30,21,-2,31,-1,-10
CO[C@@H](CN(C)S(=O)(=O)c1ccc(C)cc1)[C@H](C)CN(C(=O)Nc1ccccc1F)[C@H](C)CO,1,9,nt,-12,10,30,8,-8
CC(C)CC#Cc1ccc2c(c1)O[C@H](CN(C)Cc1ccc(F)cc1)[C@H](C)CN([C@H](C)CO)S2(=O)=O,0,nt,76*,-16,36,-3,-79,35
CCC(=O)Nc1cccc(-c2nnc(SCC(=O)NCc3ccco3)n2C)c1,0,nt,-2,nt,2,7,-4,5
Cc1c2cnn(CC(=O)NCCN3CCOCC3)c(=O)c2c(C)n1Cc1ccccc1F,-2,0,11,4,0,-3,-6,3
COc1ccc(NC(=O)/C=C/c2ccc(S(=O)(=O)N3CCOCC3)cc2)cc1,0,-2,0,6,1,6,4,-2
Cc1ccc2c(c1)NC(c1cccs1)C1=C(CC(C)(C)CC1=O)N2 (stereo not given),0,-10,3,-8,-1,0,2,0
Fc1ccccc1COc1ccc(Br)cc1CNCc1cccnc1,0,-10,-6,-32,3,1,0,-6
COc1ccc(CC(N)c2csc(Nc3ccccn3)n2)cc1 (stereo not given),4,-5,4,3,0,nt,-21,-5
CC(=O)c1cn(N(C)c2ncc(C(F)(F)F)cc2Cl)c(=O)[nH]c1=O,nt,-14,7,-17,nt,nt,nt,1

# A section taken from the entries so far, as a working copy:
SMILES,PglD inh,LGR2 inh,PAX8 inh HTS,INS-1E GSIS act,Cneo AK release,ARNT-TACC3 inh,C2C12 statin,PGC1a acetyl inh
Cc1ccc(C(=O)NCC(=O)OCC(=O)Nc2ccccc2C#N)s1,nt,1,-5,8,nt,0,nt,-2
COc1ccc(CCNC(=O)CSc2ccc(-c3ccncc3)nn2)cc1,0,-7,-8,16,-1,-4,-1,-12
